Platelet DG rel = inhibitors of platelet dense granule secretion, primary screen, cell-based, MLPCN, human platelets; inhibition, %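 (compounds screened at 7.5 µM in platelet-rich plasma)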; AID 1663, 2009; human platelet-rich plasma, SFLLRN dense granule ATP release, luminescence; actives 0.22% (n = 300,000);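 active = mean replicate score, as percent of positive control, at or above 50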
MrgX1 antagonist = antagonists of human MrgX1 receptor, primary screen, HEK293 cells, Fluo-4 calcium flux | BAM8-22 antagonism; stronger effect = lower value | B-score at 10 µM | actives 1.3% (n = 310,000) | AID 588676, 2011;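 active = calcium-response B-score plate-corrected more than 3 library SD below zero, starting fluorescence within 5 deviations, no agonist response on first addition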;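 note: peak minus trough fluorescence over baseline after final BAM8-22 challenge near maximal dose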
MrgX1 agonist = agonists of human MrgX1 receptor, primary screen, HEK293 cells, Fluo-4 calcium flux. Mas-related G-protein coupled receptor member X1 (Homo sapiens), Q96LB2. Fluo-4 calcium fluorescence, agonist mode; stronger effect = higher value. actives 0.44% (n = 310,000). AID 588627, 2011. B-score at 10 µM;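 active = calcium response B-score plate-corrected fluorescence ratio at least 3 library SD, with starting fluorescence B-score inside 5 SD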
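Test system: HEK293 cells stably expressing human MrgX1 receptor; amount: 15,000 cells per well; doses: compound delivered in addition one of three; times: overnight plating before 1 h dye loading; detection: Fluo-4 NW calcium-flux fluorescence, kinetic read; read-out basis: B-scored fluorescence response ratio; controls: positive and negative controls per plate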
SKKanGAS inh = S. pyogenes SKKanGAS growth inhibitors in kanamycin, primary screen, streptokinase expression inhibitor project, SKKanGAS strain, BacTiter-Glo luminescence; AID 1662, 2009; inhibition, % at 7.5 µM; 6 h; actives 1.3% (n = 300,000);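 active = mean replicate score, as percent of positive control median, at least 50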;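 note: strain carries kanamycin resistance gene driven by streptokinase promoter and grows in 40 µg/ml kanamycin; loss of luminescence reflects streptokinase promoter inhibition or plain growth inhibition; 0% = median of DMSO wells and 100% = positive control at its reference dose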
MrgX1 PAM = positive allosteric modulators of MrgX1, primary screen, HEK293 cells, Fluo-4 calcium flux; B-score at 10 µM; Mas-related G-protein coupled receptor member X1 (Homo sapiens), Q96LB2; AID 588675, 2011; FDSS; stronger effect = higher value; actives 0.63% (n = 310,000);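 active = plate-corrected calcium response at least 3 library SD above typical, normal starting fluorescence, not activating the receptor alone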;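 note: compound read alongside a low EC10 to EC30 dose of BAM8-22 agonist; peak minus trough fluorescence over baseline measured at the second addition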
HIF activator = HIF pathway transcriptional activators, primary screen, cell-based, U2OS HRE-luciferase, luminescence; U2OS HRE-luciferase reporter; normalized: DMSO 0%, desferrioxamine 100%; activation, % at 7.5 µM (by protocol); actives 0.32% (n = 300,000);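 active = mean activation of at least 10% of the iron chelator positive control signal, with at least half of replicates also reaching 10%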
TRPC6 activator = mouse TRPC6 channel activators, primary screen, cell-based, HEK293, membrane potential dye; actives 0.13% (n = 310,000); AID 2550, 2010; HEK293-TRPC6 membrane potential dye fluorescence; stronger effect = higher value; B-score at 10 µM;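 active = B-score of the integrated fluorescence ratio above library mean plus 3 SD, and starting fluorescence ratio within library mean plus 5 SD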;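 note: higher score means more depolarization so channel activation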
Target sequence (Q61143 whole entry, looked up): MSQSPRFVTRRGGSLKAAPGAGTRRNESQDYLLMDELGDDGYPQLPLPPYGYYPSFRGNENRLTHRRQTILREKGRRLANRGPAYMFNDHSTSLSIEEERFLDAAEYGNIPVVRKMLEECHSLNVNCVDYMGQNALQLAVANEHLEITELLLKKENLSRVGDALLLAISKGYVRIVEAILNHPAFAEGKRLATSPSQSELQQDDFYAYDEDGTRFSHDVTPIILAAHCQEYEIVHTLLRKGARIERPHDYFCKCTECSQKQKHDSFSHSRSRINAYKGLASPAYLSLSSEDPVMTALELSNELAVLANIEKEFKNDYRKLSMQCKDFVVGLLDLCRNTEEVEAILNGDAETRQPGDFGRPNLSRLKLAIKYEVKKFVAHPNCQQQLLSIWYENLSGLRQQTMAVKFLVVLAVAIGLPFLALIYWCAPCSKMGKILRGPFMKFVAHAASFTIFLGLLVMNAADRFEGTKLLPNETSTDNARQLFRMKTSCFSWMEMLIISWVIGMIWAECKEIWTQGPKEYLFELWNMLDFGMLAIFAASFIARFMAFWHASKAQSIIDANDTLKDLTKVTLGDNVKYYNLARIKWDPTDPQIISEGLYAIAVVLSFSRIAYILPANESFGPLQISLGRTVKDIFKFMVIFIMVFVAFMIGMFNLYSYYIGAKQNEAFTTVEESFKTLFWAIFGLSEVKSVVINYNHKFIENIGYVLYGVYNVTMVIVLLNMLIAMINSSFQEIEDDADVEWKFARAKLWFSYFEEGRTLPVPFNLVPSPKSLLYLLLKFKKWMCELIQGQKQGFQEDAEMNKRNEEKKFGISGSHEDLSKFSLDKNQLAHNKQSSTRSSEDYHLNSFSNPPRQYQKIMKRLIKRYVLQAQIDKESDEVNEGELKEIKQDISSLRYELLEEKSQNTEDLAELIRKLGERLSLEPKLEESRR
RGS4 act = RGS4 potentiators or activators, primary screen, cell-based, HEK293 M3R inducible RGS4, calcium flux; carbachol calcium flux Fluo4; stronger effect = lower value; B-score at 10 µM; actives 0.92% (n = 310,000);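 active = B-score of the integrated calcium signal more than 4 SD below the library mean, with starting fluorescence not abnormally high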;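 note: negative B-score means reduced calcium response which marks RGS4 activation or potentiation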
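Also added: carbachol at ECmax as muscarinic agonist stimulus; Assay system: HEK293 cells with stable M3R and inducible RGS4; Timing: overnight RGS4 induction, 30 min dye load 37 °C, 20 min compound RT; Measured by: Fluo4-AM (2 µM) calcium-flux fluorescence, kinetic read.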
RGS4 inh = RGS4 inhibitors, primary screen, cell-based, HEK293 M3R inducible RGS4, calcium flux. B-score at 10 µM. actives 0.45% (n = 310,000). Fluo-4 calcium flux; stronger effect = higher value; triggered by carbachol at its EC20. Regulator of G-protein signaling 4 (Homo sapiens), P49798;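 active = B-score, a plate-corrected calcium signal, over three deviations above library mean, with baseline fluorescence within five deviations of library mean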;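 note: RGS4 expression induced by doxycycline in cells with stable M3 receptor; B-score is computed from the integrated fluorescence ratio over baseline after carbachol; higher B-score means a larger calcium signal and so more RGS4 inhibition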
Target sequence (P49798 whole entry, looked up): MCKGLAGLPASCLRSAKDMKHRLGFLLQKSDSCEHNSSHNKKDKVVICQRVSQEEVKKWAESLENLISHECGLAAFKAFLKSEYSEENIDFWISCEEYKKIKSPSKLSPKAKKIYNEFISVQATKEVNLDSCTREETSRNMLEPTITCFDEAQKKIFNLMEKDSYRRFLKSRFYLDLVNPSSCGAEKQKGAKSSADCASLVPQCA
TRPC4 block = inhibitors of mouse TRPC4 channel, primary screen, Fluo4 calcium, HEK293 TRPC4beta/mu-opioid cells. DAMGO-evoked Fluo4 calcium flux; stronger effect = lower value. Short transient receptor potential channel 4 (Mus musculus), Q9QUQ5. B-score at 10 µM. actives 0.39% (n = 300,000);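 active = B-score over 3 SD under the library average, no early fluorescence shift, positive overall ratio signal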
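Material: HEK293 cells with stable TRPC4beta plus mu-opioid receptor expression / Probe or stimulus: DAMGO in two steps, submaximal then maximal / Compound: single concentration per test compound / Technique: kinetic Fluo4 fluorescence imaging of calcium influx / Read-out: per-well B score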
TRPC6 inhibitor = mouse TRPC6 channel inhibitors, primary screen, cell-based, HEK293, membrane potential dye. B-score at 10 µM. actives 1.1% (n = 310,000). AID 2553, 2010. Short transient receptor potential channel 6 (Mus musculus), Q61143. ACh-evoked depolarization; stronger effect = lower value;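 active = B-score under library mean minus 3 SD, initial fluorescence not abnormally high, positive integrated signal ratio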;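 note: B-score derived from integrated fluorescence ratio over the kinetic read; more negative B-score means stronger inhibition of depolarization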
The depositor's hits bear a star.

What do the screens show for `C#CCOCCOCCOCCNc1nc(N2CCN(C(=O)C([C@@H](C)CC)n3cc(C(N)CO)nn3)CC2)nc(N2CCN(C(=O)[C@H](CCC(=O)O)n3cc(C(N)[C@H](C)CC)nn3)CC2)n1` (some centres undefined)?
Platelet DG rel: 1.7; SKKanGAS inh: -2.2; HIF activator: 0.3; TRPC6 activator: inactive; RGS4 act: inactive; RGS4 inh: inactive; TRPC4 block: inactive; TRPC6 inhibitor: inactive

How did CCN(CC)S(=O)(=O)c1ccc(S(=O)(=O)N(CC(=O)Nc2ccccc2)Cc2ccco2)cc1 do in these assays?
Platelet DG rel: 10.0; MrgX1 antagonist: inactive; MrgX1 agonist: inactive; SKKanGAS inh: -1.8; MrgX1 PAM: inactive; HIF activator: -0.5; TRPC6 activator: inactive; RGS4 act: inactive; RGS4 inh: inactive; TRPC4 block: inactive; TRPC6 inhibitor: inactive

What do the screens show for `CC(CCc1ccccc1)NC(=O)c1cnc(Cl)c(Cl)c1` (centres undefined)?
Platelet DG rel: -3.7; MrgX1 antagonist: inactive; MrgX1 agonist: inactive; SKKanGAS inh: -0.3; MrgX1 PAM: inactive; HIF activator: -0.2; TRPC6 activator: inactive; RGS4 act: inactive; RGS4 inh: inactive; TRPC4 block: inactive; TRPC6 inhibitor: inactive

How did Cc1ccc(-c2c[n+](CC(=O)Nc3ccc(C)cc3C)c3n2CCC3)cc1 do in these assays?
Platelet DG rel: 11.6; MrgX1 antagonist: inactive; MrgX1 agonist: inactive; SKKanGAS inh: -1.2; MrgX1 PAM: inactive; HIF activator: -0.4; TRPC6 activator: inactive; RGS4 act: inactive; RGS4 inh: inactive; TRPC4 block: inactive; TRPC6 inhibitor: inactive

Results for CC(C)NC(=O)COC(=O)c1ccc(Oc2ccccc2)cc1 ?
Platelet DG rel: 0.1; MrgX1 antagonist: inactive; MrgX1 agonist: inactive; SKKanGAS inh: -7.2; MrgX1 PAM: inactive; HIF activator: -2.2; TRPC6 activator: inactive; RGS4 act: inactive; RGS4 inh: inactive; TRPC4 block: inactive; TRPC6 inhibitor: inactive

What do the screens show for `CC(=O)Nc1nnc(-c2c(-c3ccccc3Cl)noc2C)o1`?
Platelet DG rel: -0.8; MrgX1 antagonist: inactive; MrgX1 agonist: inactive; SKKanGAS inh: -0.4; MrgX1 PAM: inactive; HIF activator: -0.5; TRPC6 activator: inactive; RGS4 act: inactive; RGS4 inh: inactive; TRPC4 block: inactive; TRPC6 inhibitor: inactive

What do the screens show for `CCC(C)(C)NC(=O)CN(C(=O)CCC(=O)Nc1ccccn1)c1ccc(F)c(Cl)c1`?
Platelet DG rel: 0.1; MrgX1 antagonist: inactive; MrgX1 agonist: inactive; SKKanGAS inh: 5.0; MrgX1 PAM: inactive; HIF activator: -0.2; TRPC6 activator: inactive; RGS4 act: inactive; RGS4 inh: inactive; TRPC4 block: inactive; TRPC6 inhibitor: inactive

How did CC(=O)c1ccc(/C=C/c2nc3ccccc3n2C)o1 do in these assays?
Platelet DG rel: 22.6; MrgX1 antagonist: inactive; MrgX1 agonist: inactive; SKKanGAS inh: 5.3; MrgX1 PAM: inactive; HIF activator: 3.6; TRPC6 activator: inactive; RGS4 act: inactive; RGS4 inh: inactive; TRPC4 block: inactive; TRPC6 inhibitor: inactive

How did COc1cc(C2C3=C(CC(C)(C)CC3=O)N(C)C3=C2C(=O)CC(C)(C)C3)cc(Br)c1O do in these assays?
Platelet DG rel: -1.8; MrgX1 antagonist: inactive; MrgX1 agonist: inactive; SKKanGAS inh: 0.9; MrgX1 PAM: inactive; HIF activator: -0.9; TRPC6 activator: inactive; RGS4 act: inactive; RGS4 inh: inactive; TRPC4 block: inactive; TRPC6 inhibitor: inactive

Results for Cc1cccc(C)c1OCC(=O)Nc1cccc(NC(=O)c2ccco2)c1 ?
Platelet DG rel: -1.2; MrgX1 antagonist: inactive; MrgX1 agonist: inactive; SKKanGAS inh: 2.5; MrgX1 PAM: inactive; HIF activator: -0.5; TRPC6 activator: inactive; RGS4 act: inactive; RGS4 inh: inactive; TRPC4 block: inactive; TRPC6 inhibitor: inactive

How did CC(C)c1nc(CNC(=O)c2ccc(OC3CCN(Cc4ccccn4)CC3)cc2)cs1 do in these assays?
Platelet DG rel: -7.9; MrgX1 antagonist: inactive; MrgX1 agonist: inactive; SKKanGAS inh: 2.8; MrgX1 PAM: inactive; HIF activator: -0.1; TRPC6 activator: inactive; RGS4 act: inactive; RGS4 inh: inactive; TRPC4 block: inactive; TRPC6 inhibitor: inactive

What do the screens show for `C=CCn1c(-c2csc3c2CCC(C)C3)n[nH]c1=S` (centres undefined)?
Platelet DG rel: -3.8; MrgX1 antagonist: inactive; MrgX1 agonist: inactive; SKKanGAS inh: 7.7; MrgX1 PAM: inactive; HIF activator: -0.1; TRPC6 activator: inactive; RGS4 act: inactive; RGS4 inh: inactive; TRPC4 block: inactive; TRPC6 inhibitor: inactive

Results for CCOc1ccc(C(=O)/C=C/Nc2ccc(S(=O)(=O)N=C(N)N)cc2)cc1 ?
Platelet DG rel: -4.4; MrgX1 antagonist: inactive; MrgX1 agonist: inactive; SKKanGAS inh: 7.1; MrgX1 PAM: inactive; HIF activator: 0.1; TRPC6 activator: inactive; RGS4 act: inactive; RGS4 inh: inactive; TRPC4 block: inactive; TRPC6 inhibitor: inactive

Results for CCOc1ccc(C(=O)CCNC(Cc2cnc[nH]2)C(=O)O)cc1 (centres undefined) ?
Platelet DG rel: -1.7; MrgX1 antagonist: inactive; MrgX1 agonist: inactive; SKKanGAS inh: 2.0; MrgX1 PAM: inactive; HIF activator: 0.0; TRPC6 activator: inactive; RGS4 act: inactive; RGS4 inh: inactive; TRPC4 block: inactive; TRPC6 inhibitor: inactive

How did CS(=O)(=O)N1CCC(Oc2cccc(C(=O)NCCCC3CCCC3)c2)CC1 do in these assays?
Platelet DG rel: -11.4; MrgX1 antagonist: inactive; MrgX1 agonist: inactive; SKKanGAS inh: 1.8; MrgX1 PAM: inactive; HIF activator: 0.6; TRPC6 activator: inactive; RGS4 act: inactive; RGS4 inh: inactive; TRPC4 block: inactive; TRPC6 inhibitor: inactive

Results for Oc1ccccc1-c1nnc(-c2ccc(C(F)(F)F)cc2)o1 ?
Platelet DG rel: 0.2; MrgX1 antagonist: inactive; MrgX1 agonist: inactive; SKKanGAS inh: 11.3; MrgX1 PAM: inactive; HIF activator: -18.2; TRPC6 activator: inactive; RGS4 act: inactive; RGS4 inh: inactive; TRPC4 block: inactive; TRPC6 inhibitor: inactive

How did COC(=O)CSc1cnc2ccccc2n1 do in these assays?
Platelet DG rel: -4.1; MrgX1 antagonist: inactive; MrgX1 agonist: inactive; SKKanGAS inh: -3.8; MrgX1 PAM: inactive; HIF activator: 0.2; TRPC6 activator: inactive; RGS4 act: inactive; RGS4 inh: inactive; TRPC4 block: inactive; TRPC6 inhibitor: inactive

What do the screens show for `CC(C)(C)c1ccccc1NC(=O)CN1C(=O)NC2(CCCC2)C1=O`?
Platelet DG rel: -3.6; MrgX1 antagonist: inactive; MrgX1 agonist: inactive; SKKanGAS inh: -4.5; MrgX1 PAM: inactive; HIF activator: 0.9; TRPC6 activator: inactive; RGS4 act: inactive; RGS4 inh: inactive; TRPC4 block: inactive; TRPC6 inhibitor: inactive

How did Cc1cc(C)n2nc(SCN3C(=O)c4ccccc4C3=O)nc2n1 do in these assays?
Platelet DG rel: 3.9; MrgX1 antagonist: inactive; MrgX1 agonist: inactive; SKKanGAS inh: -5.3; MrgX1 PAM: inactive; HIF activator: -0.4; TRPC6 activator: inactive; RGS4 act: inactive; RGS4 inh: inactive; TRPC4 block: inactive; TRPC6 inhibitor: inactive

Results for COc1cc2nc(CN3CCC(Cc4ccccc4)CC3)[nH]c(=O)c2cc1OC ?
Platelet DG rel: -1.0; MrgX1 antagonist: inactive; MrgX1 agonist: inactive; SKKanGAS inh: 0.5; MrgX1 PAM: inactive; HIF activator: 0.0; TRPC6 activator: inactive; RGS4 act: inactive; RGS4 inh: inactive; TRPC4 block: inactive; TRPC6 inhibitor: inactive

What do the screens show for `O=C(NN=C1CCCCCC1)C(=O)Nc1cccc(Br)c1`?
Platelet DG rel: -23.0; MrgX1 antagonist: inactive; MrgX1 agonist: inactive; SKKanGAS inh: -3.2; MrgX1 PAM: inactive; HIF activator: -0.7; TRPC6 activator: inactive; RGS4 act: inactive; RGS4 inh: inactive; TRPC4 block: inactive; TRPC6 inhibitor: inactive

What do the screens show for `CC(C)C(=O)NC(c1ccco1)c1ccc2cccnc2c1O` (centres undefined)?
Platelet DG rel: -2.6; MrgX1 antagonist: inactive; MrgX1 agonist: inactive; SKKanGAS inh: 86.9*; MrgX1 PAM: inactive; HIF activator: 21.9*; TRPC6 activator: inactive; RGS4 act: inactive; RGS4 inh: inactive; TRPC4 block: inactive; TRPC6 inhibitor: inactive

Results for CCOc1ccc(S(=O)(=O)N2CCC(C(=O)NCc3ccncc3)CC2)cc1 ?
Platelet DG rel: 0.7; MrgX1 antagonist: inactive; MrgX1 agonist: inactive; SKKanGAS inh: -5.1; MrgX1 PAM: inactive; HIF activator: 0.2; TRPC6 activator: inactive; RGS4 act: inactive; RGS4 inh: inactive; TRPC4 block: inactive; TRPC6 inhibitor: inactive

What do the screens show for `Cc1sc2nc(CSCC(=O)N(C)c3ccccc3)[nH]c(=O)c2c1C`?
Platelet DG rel: -5.3; MrgX1 antagonist: inactive; MrgX1 agonist: inactive; SKKanGAS inh: 16.5; MrgX1 PAM: inactive; HIF activator: -0.5; TRPC6 activator: inactive; RGS4 act: inactive; RGS4 inh: inactive; TRPC4 block: inactive; TRPC6 inhibitor: inactive

What do the screens show for `CN(c1ccc([N+](=O)[O-])cc1/C=N/NC(=O)COc1ccccc1)C1CCCCC1`?
Platelet DG rel: -52.0; MrgX1 antagonist: inactive; MrgX1 agonist: inactive; SKKanGAS inh: 14.3; MrgX1 PAM: inactive; HIF activator: -0.1; TRPC6 activator: inactive; RGS4 act: inactive; RGS4 inh: inactive; TRPC4 block: inactive; TRPC6 inhibitor: inactive
